TDP43 rescue – TDP-43 toxicity inhibition in yeast; TDP-43 expressing yeast growth rescue, BacTiter-Glo, 24 h; Potency, µM (doses to about 46.1 µM), for the others: at the top dose growth rescue (activation), actives largely listed as activators; hit rate 1.8% among 410,000; note: potency is the fitted concentration of half-maximal effect; % of control where 0% means no effect; nearly all actives have a fitted effect of over 50% in size
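Yeast expressing TDP-43 (pregrown in raffinose, seeded at OD600=0.02 in galactose medium) exposed to compounds 24 hr at 30 deg C. Growth read by BacTiter-Glo luminescence; rescue of toxicity appears as increased signal.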
GLP1R ag – agonists of human GLP-1 receptor. P43220. HEK293 GLP-1R CRE-luciferase, luminescence, 4-6 h; cells express a hypersensitive GLP-1R form. Potency, µM (series often up to 45.6 µM), without a hit: at the top dose activation, most hits filed as activators. hit rate 0.007% among 380,000; note: potency is the fitted concentration of half-maximal effect; % of control where 0% means no effect
DRD3 antagonist – blocks the human D3 dopamine receptor; P35462; D3R cells, DiscoveRx beta-arrestin luminescence, antagonist mode; stronger effect = lower value; max response, negative = inhibition, %; hit rate 2.5% among 360,000; in the data active = max response below about -50%; inconclusive = no clear call, values can overlap the other calls; note: % is set by controls: 0 for no effect and ±100 for the full control effect; mostly tested at two doses, the higher about 12 µM
Target sequence (P35462 whole entry, looked up): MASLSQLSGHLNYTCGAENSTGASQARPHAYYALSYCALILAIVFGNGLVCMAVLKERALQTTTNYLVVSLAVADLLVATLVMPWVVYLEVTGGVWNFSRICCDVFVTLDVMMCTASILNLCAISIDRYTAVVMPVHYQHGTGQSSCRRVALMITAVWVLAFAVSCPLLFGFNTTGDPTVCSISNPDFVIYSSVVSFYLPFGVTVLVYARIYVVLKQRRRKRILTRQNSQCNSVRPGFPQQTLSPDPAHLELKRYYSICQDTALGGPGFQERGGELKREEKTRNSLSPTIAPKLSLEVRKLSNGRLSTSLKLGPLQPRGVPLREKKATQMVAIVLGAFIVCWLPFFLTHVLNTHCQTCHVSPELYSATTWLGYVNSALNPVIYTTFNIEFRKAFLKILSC
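Cells expressing the human receptor were seeded at 1500 cells/well, incubated overnight at 37 degrees C in 5% CO2, then exposed to library compounds with dopamine controls for 90 minutes at 37 degrees C before luminescent detection.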
D3 ag – activates the human D3 dopamine receptor; hit rate 0.58% among 410,000; D3R DiscoveRx beta-arrestin cells, luminescence, 90 min; AID 652048; max activation, %; in the data active = max activation above about 30%; note: 0% is about no effect; mostly tested at two doses, the higher about 12 µM
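Agonist-mode cell screen: cells plated at 1500/well and incubated overnight at 37 °C, then exposed to library compounds for 90 min at 37 °C. Detection reagent was added for 30–60 min at room temperature, and luminescence was read.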
GLP1R cytotox – cytotoxicity counter-screen for GLP-1 receptor inverse agonists. HEK293 cAMP-luciferase reporter cells, luminescence, 24 h. Potency, µM (top dose mostly 38.3 µM), without a hit: at the top dose activity change, negative = inhibition, hits mostly inhibitors. hit rate 0.13% among 410,000. AID 624418;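 note: loss of luciferase light is scored as toxicity; potency is the fitted concentration of half-maximal effect; % is set by controls: 0 for no effect and ±100 for the full control effect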
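To flag toxic compounds, the library was rerun on cells for 24 hr at 37 deg C and 5% CO2. Viability-linked luminescence was captured 12 min after adding luciferase detection reagent.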
GLP1R inv ag – GLP-1 receptor (human) inverse agonism. hit rate 1.6% among 410,000. P43220. HEK293 GLP-1R CRE-luciferase, luminescence, 24 h; GLP-1R form is constitutively active. AID 624417. Potency, µM (doses to about 38.3 µM), inactives show at the top dose activity change, negative = inhibition, most hits filed as inhibitors; note: potency is the fitted concentration of half-maximal effect; % is set by controls: 0 for no effect and ±100 for the full control effect; nearly all actives have a fitted effect of over 55% in size
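Constitutively active GLP-1R drives a cAMP-responsive luciferase in stably transfected HEK293 cells; test compounds are added after overnight (12 h) attachment and left 24 hr, and signal loss in luminescence marks inhibition.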
aSyn yeast inh – rescues yeast growth from alpha-synuclein toxicity; AID 652106; Potency, µM (series often up to 46.1 µM), inactives show top-dose growth rescue (activation), actives largely listed as activators; Yeast expressing alpha-synuclein, growth rescue, BacTiter-Glo, 24 h; hit rate 0.14% among 370,000; note: potency is the fitted concentration of half-maximal effect; % of control where 0% means no effect; nearly all actives have a fitted effect of over 65% in size
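Screening used galactose-induced yeast with toxic alpha-synuclein levels, exposed to compound for 24 hr at 30 deg C. Cell growth, read with BacTiter-Glo luminescence, gave the measured signal.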
PTHR1 ag – activates the human parathyroid hormone receptor PTHR1 | HEK293 GP2 PTHR1 cells, GloSensor cAMP luminescence, 1 h | Potency, µM (highest dose often 115 µM), inactives show at the highest dose activation, actives largely listed as activators | Q03431 | hit rate 0.075% among 410,000; note: potency is the fitted concentration of half-maximal effect; nearly all actives have a fitted effect of over 55% in size; some results filed as inactive show a strong effect at the top dose; inactives centre near -15; many of its hits are not listed in these tables
Target sequence (Q03431 whole entry, looked up): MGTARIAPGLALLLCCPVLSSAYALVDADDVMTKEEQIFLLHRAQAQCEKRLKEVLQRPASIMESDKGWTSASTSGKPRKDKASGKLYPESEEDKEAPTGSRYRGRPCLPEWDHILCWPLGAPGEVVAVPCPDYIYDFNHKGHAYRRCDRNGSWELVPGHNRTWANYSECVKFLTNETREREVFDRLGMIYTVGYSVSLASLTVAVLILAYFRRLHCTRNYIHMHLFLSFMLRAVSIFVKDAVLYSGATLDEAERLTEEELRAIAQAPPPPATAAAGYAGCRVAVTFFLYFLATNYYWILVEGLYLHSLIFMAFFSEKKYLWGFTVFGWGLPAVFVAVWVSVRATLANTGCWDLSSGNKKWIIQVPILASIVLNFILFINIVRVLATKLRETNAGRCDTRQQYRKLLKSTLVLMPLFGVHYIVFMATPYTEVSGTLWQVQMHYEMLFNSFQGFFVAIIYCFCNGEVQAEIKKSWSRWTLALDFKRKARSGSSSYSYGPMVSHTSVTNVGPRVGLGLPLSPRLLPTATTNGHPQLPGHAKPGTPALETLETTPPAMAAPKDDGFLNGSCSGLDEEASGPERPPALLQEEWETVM
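HEK-293-derived GP2 cells expressing PTHR1 and a GloSensor cAMP reporter, 3,000/well, plated overnight, given luciferin plus IBMX (each 0.5 mM as added) for 1 h at 37 °C, then compound for 1 h at 37 °C. Luminescence was read after 15 min at room temperature.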
KB-V1 MDR tox – KB-V1 MDR subline cytotoxicity. hit rate 3.4% among 400,000. AID 1347076. KB-V1 MDR cells viability, CellTiter-Glo, 72 h. Potency, µM (highest dose often 46.1 µM), for the others: top-dose activity change, negative = cytotoxicity, actives largely listed as cytotoxic; note: potency is the fitted concentration of half-maximal effect; % is set by controls: 0 for no effect and ±100 for the full control effect; nearly all actives have a fitted effect of over 60% in size
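Luminescent ATP read-out (CellTiter-Glo, 10 min) measures survival of drug-selected KB-V1 MDR cells after 72 h, 37 degrees C compound exposure. Medium: phenol-red-free DMEM, 10% FBS. Values from fitted concentration-response curves.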
Active calls of the source: *; i = inactive; ? = inconclusive; . = no result given; & = joins results of further samples; [ ] = another dose, or the depositor's remark. Unless noted, calls come from the whole dose curve; as a rule, active = well fitted curve in the direction sought with a large enough effect; inconclusive = small, poorly fitted or top-dose-only effect, or another doubt; inactive = no such curve, though single readings can be large; an effect the other way counts as inactive or inconclusive. The list is partial; the hit share may differ from the screen's.

#1 Cc1nn(C)c(C)c1CN(C(=O)CCc1nnc(Cc2c[nH]c3ccccc23)o1)C(C)C
#2 COc1ccc(-c2noc(CSc3nnc(Cc4ccccc4)n3-c3ccc(Cl)cc3)n2)cc1
#3 Cc1ccc(C)c(CN2CCC(CNC(=O)Nc3ccc(C)c(C)c3)CC2)c1
#4 COCCCNC(=S)Nc1ccc(C)cc1
#5 COc1ccc(C(C#N)N2CCCCCC2)cc1OC (stereo not given)
#6 C[C@H](CO)N1C[C@H](C)[C@@H](CN(C)Cc2ccc(-c3ccccc3)cc2)Oc2c(NS(=O)(=O)c3ccccc3)cccc2C1=O
#7 O=C(NNC(=O)c1nn(-c2ccc(F)cc2)ccc1=O)c1ccccc1Cl
#8 O=C(COc1ccccc1)Nc1ccc(N2CCN(C(=O)c3cccs3)CC2)cc1
Screen / compound no.	1	2	3	4	5	6	7	8
TDP43 rescue	-9%[0.397 µM]	-1%	-11%	14%	15%	11%	-2%	7%
GLP1R ag	13%	1%	10%	-1%	1%	3%	0%	3%
DRD3 antagonist	-8	-13	?	2	21	-4	2	16
D3 ag	-7	6	-15	-5	5	-4	-10	4
GLP1R cytotox	4%	-19%	-14%	-5%	-7%	-2%	-9%	6%
GLP1R inv ag	8%	-18%	-25%	6%	12%	?	19%	18%
aSyn yeast inh	-3%	25%	2%	6%	-9%	17%	2%	-1%
PTHR1 ag	-16%	i	i	i	i	4%	i	-13%
KB-V1 MDR tox	-8%	12µM*	18µM*	5%	9%	4%	-6%	?

#9 CC(NC(=O)COC(=O)c1ccc2c(=O)n3c(nc2c1)CCCCC3)c1ccccc1 (stereo not given)
#10 O=C(CSc1nnc(NC(=O)C2CC(=O)N(c3ccc(F)cc3)C2)s1)NCc1ccco1 (stereo not given)
#11 CSc1cccc(NS(=O)(=O)c2ccc(F)cc2)c1
#12 COc1cc(NC(=O)c2ccc(Br)o2)ccc1NC(=O)c1ccccc1Cl
#13 CCOC(=O)C1CCN(C(=O)C2(NC(=O)Nc3cccc(F)c3)CCCCC2)CC1
#14 CCOc1ccc(N(CC(=O)NCc2ccc(C)cc2)S(=O)(=O)c2c(C)noc2C)cc1
#15 O=C(COC(=O)c1ccc([N+](=O)[O-])cc1)NC12CC3CC(CC(C3)C1)C2
#16 COC(=O)CC1COc2ccccc2N1C(=O)c1ccc(C(C)(C)C)cc1 (stereo not given)
Screen / compound no.	9	10	11	12	13	14	15	16
TDP43 rescue	12%	-18%	3%	?	-1%	19%	24%	24%
GLP1R ag	6%	0%	3%	-10%	3%	-2%	0%	5%
DRD3 antagonist	11	-15	8	23	-14	.	11	6
D3 ag	0	0	0	-1	-13	4	8	21
GLP1R cytotox	-1%	3%	2%	-11%	-4%[0.307 µM]	2%	2%	8%
GLP1R inv ag	1%	67%[activator]	-9%	0%	-2%[0.307 µM]	2%	15%	?
aSyn yeast inh	0%	-5%	16%	-9%	-7%	.	-2%	12%
PTHR1 ag	i	i	-41%[inhibitor]	i	i	i	-20%	-13%[57.5 µM]
KB-V1 MDR tox	?	7%	-3%	0%	-1%	22%	-13%	-5%

#17 O=C(Cc1cccc(F)c1)Nc1ccc2c(c1)CCC2
#18 CCOC(=O)C1(C)CCN1C(=O)COc1ccc(C(C)(C)C)cc1 (stereo not given)
#19 CCc1ccc(S(=O)(=O)Nc2ccc(-c3ccc(N4CCCC4)nn3)cc2)cc1
#20 CC(C)(C)c1ncc(S(=O)(=O)c2ccc(C(F)(F)F)cn2)c(N)n1
#21 Cc1ccc2c(c1)N(C(=O)CCC(=O)NCCCN1CCN(C)CC1)CCO2
#22 Cc1onc(-c2ccccc2)c1C(=O)N/N=C/c1ccc(O)c([N+](=O)[O-])c1
#23 CCOC(=O)CN1C(=O)S/C(=C/c2cc(C)n(-c3ccccn3)c2C)C1=O
#24 CCOc1cc(/C=C2/C(=O)ON=C2C)ccc1O
Screen / compound no.	17	18	19	20	21	22	23	24
TDP43 rescue	2%	28%	9%	3%	-5%	-2%	?	18µM*
GLP1R ag	13%	0%	.	0%	-2%	3%	2%	-5%
DRD3 antagonist	9	0	.	17	-7	5	9	9
D3 ag	1	-7	8	-4	7	0	-2	0
GLP1R cytotox	1%	7%	-12%	7%	2%	-1%	-16%	1%
GLP1R inv ag	?	-29%	-5%	8%	12%	-1%	-30%	30%[activator]
aSyn yeast inh	7%	18%	.	-6%	0%	-5%	1%	4%
PTHR1 ag	-1%	-33%[inhibitor]	i	-19%	-13%	i	i	-25%
KB-V1 MDR tox	14%	2%	?	-4%	-1%	-29%	3%	?

#25 COc1ccc(CN(C(=O)c2cc3ccccc3oc2=O)C2CCCCC2)cc1OC
#26 NC(=O)CC(NC(=O)Cc1cccc2ccccc12)c1ccc(NC2CCN(Cc3ccccc3)CC2)c([N+](=O)[O-])c1 (stereo not given)
#27 CSc1nnc2c(n1)c(C)nn2-c1cccc(C)c1
#28 COc1ccc(CC(=O)NC2CCN(Cc3nnnn3C(C)(C)C)CC2)cc1OC
#29 CCc1ccc(CNC(=O)C2CCN(c3nn4cc(-c5ccc(OC)cc5)nc4s3)CC2)cc1
#30 COc1ccc(-c2noc(CCCC(=O)O)n2)cc1
#31 S=c1[nH]nc(Cn2nnc3ccccc32)n1-c1ccccc1
#32 Cc1cc(C)nc(SCC(=O)Nc2ccc(S(=O)(=O)Nc3nccs3)cc2)n1
Screen / compound no.	25	26	27	28	29	30	31	32
TDP43 rescue	-3%	-3%	13µM*	8%	-2%	0%	-14%	-11%
GLP1R ag	8%	3%	2%	0%	.	-13%	3%	2%
DRD3 antagonist	12	-27	-5	8	.	0	-6	22
D3 ag	0	0	9	6	3	-3	0	-8
GLP1R cytotox	3%	-14%	-15%	3%	1%	-11%	8%	-10%
GLP1R inv ag	37%[activator]	4%	-3%	0%	12%	-9%	9%	0%
aSyn yeast inh	10%	0%	-9%	-1%	.	22%	0%	-1%
PTHR1 ag	-27%	-11%	-15%[57.5 µM]	i	i	i	-48%[inhibitor]	i
KB-V1 MDR tox	?	?	-14%	5%	12%	?	0%	15%

#33 CCN1CCN(C(=O)c2cc(S(=O)(=O)N3CC(C)CC(C)C3)ccc2Cl)CC1 (stereo not given)
#34 O=C(c1ccc(Br)s1)N1CCN(c2ccccn2)CC1
#35 Cc1ccc(-c2nn(-c3ccccc3)cc2C=C2C(=O)CC(C)(C)CC2=O)cc1
#36 CCN(CC)CCNC(=O)c1ccc2c(=O)n3nc(Nc4cccc(Cl)c4C)sc3nc2c1
#37 Cc1nn2c3ccccc3n(Cc3ccccc3)c2nc1=O
#38 Cc1ccc(C(CC(=O)O)C2CCOC(C)(C)C2)cc1 (stereo not given)
#39 O=C(Nc1ccccc1)C1Cc2c(-c3cccc(F)c3)ccnc2O1 (stereo not given)
#40 CCOC(=O)C(CC)Sc1nnc2c3cc(C)ccc3n(C)c2n1 (stereo not given)
Screen / compound no.	33	34	35	36	37	38	39	40
TDP43 rescue	24%	-12%	-20%	11%	-6%	-12%	?	?
GLP1R ag	1%	1%	-4%	.	-6%	-1%	8%	18%
DRD3 antagonist	8	-1	0	.	0	8	-1	3
D3 ag	13	0	2	2	1	2	1	1
GLP1R cytotox	1%	-2%	-32%	-25%	1%	-6%	-2%	-12%
GLP1R inv ag	-2%	-7%	?	?	5%	-7%	14%	-8%
aSyn yeast inh	0%	1%	-1%	.	-2%	0%	?	-1%
PTHR1 ag	i	i	-36%[inhibitor][57.5 µM]	?	-16%[57.5 µM]	i	-1%	-13%
KB-V1 MDR tox	-4%	?	18µM*	?	2%	1%	-7%	?

2 neighbouring entries from above:
#34 O=C(c1ccc(Br)s1)N1CCN(c2ccccn2)CC1
#35 Cc1ccc(-c2nn(-c3ccccc3)cc2C=C2C(=O)CC(C)(C)CC2=O)cc1
Screen / compound no.	34	35
TDP43 rescue	-12%	-20%
GLP1R ag	1%	-4%
DRD3 antagonist	-1	0
D3 ag	0	2
GLP1R cytotox	-2%	-32%
GLP1R inv ag	-7%	?
aSyn yeast inh	1%	-1%
PTHR1 ag	i	-36%[inhibitor][57.5 µM]
KB-V1 MDR tox	?	18µM*

Later entries
#41 CCc1noc(C)c1C(=O)N(CCC(C)C)c1c(N)n(Cc2ccccc2)c(=O)[nH]c1=O
#42 Cc1ccc(C)c(NC2=NCC(=O)N2c2ccc3c(c2)OCCO3)c1
#43 O=c1[nH]cnc2c1ncn2C1OC(CO)C(O)C1O (stereo not given)
#44 COc1ccccc1CNC(=O)CCNC(=O)c1ccco1
#45 O=C(CCC(=O)N(CC(=O)NC1CCCCC1)Cc1ccc(F)cc1)Nc1nccs1
#46 COC(=O)c1ccc(OCC(=O)c2ccc(C)c(C)c2)cc1
#47 O=C(Nc1ccccc1F)N1CCC(NC(=O)C23CC4CC(CC(C4)C2)C3)CC1
#48 O=C(O)CN1CCNCCN(CC(=O)O)CCNCC1
Screen / compound no.	41	42	43	44	45	46	47	48
TDP43 rescue	24%	4%	8%	3%	-24%	-20%	-3%	12%
GLP1R ag	-6%	-6%	-3%&-1%	-6%	3%	-4%	5%	5%
DRD3 antagonist	-5	-17	-12	-29	-15	4	3	4
D3 ag	11	7	14	-7	-10	4	-21	-4
GLP1R cytotox	10%	?	2%	6%	-5%	-7%	-9%	-24%
GLP1R inv ag	24%	-6%	11%	11%	-7%	-6%	9%	?
aSyn yeast inh	2%	-7%	-7%	-13%	0%	-1%	1%	2%
PTHR1 ag	i	-1%	?	-31%[inhibitor]	-2%	-16%	i	-17%
KB-V1 MDR tox	8%	3%	-5%	7%	-33%	-15%	6%	?
